RT RNaseH block: blocks HIV-1 RNase H cleavage of RNA/DNA duplex | RT-RNase H RNA/DNA duplex cleavage, fluorescence | inhibition, % at 10 µM | hit rate 1.9% among 65,000; in the data active = inhibition above about 50%
RmlCD inh mix: inhibitors of RmlC and RmlD coupled enzymes; hit rate 0.39% among 110,000; AID 1532; RmlC/RmlD coupled enzyme inhibition, 384-well mixture HTS; inhibition, % at 5.5 µM; in the data active = inhibition above about 30%, passing the limit was not always enough; also: strong numbers were not always called active
Starred values were filed as active, the others as inactive; · = no result given. Not all compounds are listed, so the mix of outcomes need not match the whole.

SMILES | RT RNaseH block | RmlCD inh mix
c1ccc(CCNc2ncnc3c2cnn3-c2ccccc2)cc1 | -1 | 6
O=C1c2cccnc2C(=O)N1CO | -4 | -14
CCN(CC)c1ccc(C2C(C(=O)OCCOC(C)C)=C(C)NC3=C2C(=O)CCC3)cc1 (centres undefined) | 30 | 7
CS(=O)(=O)NCc1nnc(SCC(=O)NC2CCCCC2)n1-c1ccc(F)cc1 | -4 | -8
CCCCCC(=O)Nc1ccccc1N1CCN(c2ccccc2)CC1 | 6 | 0
Fc1cccc(-c2cc3nc4c(c(N5CCN(c6cnccn6)CC5)n3n2)CCCC4)c1 | -2 | ·
CCCC(C(=O)NCc1ccco1)N(C(=O)CNS(=O)(=O)c1ccccc1)C1CCCC1 (centres undefined) | 1 | 15
Cc1ccc(NC(=O)c2ccco2)c(NC(=O)CN2C(=O)c3ccccc3C2=O)c1 | 8 | 4
CCC1C2CN(C(C)=O)CC=C2C(C#N)=C(N)C1(C#N)C#N (centres undefined) | -8 | -14
CCOC(=O)CSc1nc2nc(C)cc(C)n2n1 | 0 | -6
COc1cc([C@@H]2[C@H]3CN(C)CC=C3C(C#N)=C(N)C2(C#N)C#N)cc2c1OCO2 | 4 | -7
C=CCn1c(O)c(C(C)=NCCc2ccccc2)c(=O)[nH]c1=O | · | 6
CCC(=O)Nc1cccc(-c2nnc(SCC(=O)NCc3ccco3)n2C)c1 | -5 | ·
O=C(C1CC1)N(CCc1ccccc1)Cc1nc2ccccc2c(=O)[nH]1 | -10 | -9
Cc1ccc(C)c(NC(=O)CSc2nnc(-c3ccccc3C)o2)c1 | -4 | 5
COCCCN1C(=O)C(=O)/C(=C(/O)c2ccc(OC)cc2)C12C(=O)N(C)c1ccccc12 (centres undefined) | · | 7
O=C(Nn1cnc2ccccc2c1=O)c1ccccc1Cl | -14 | 1
CCOc1ccc(S(=O)(=O)N2CCN(C)CC2)c(C)c1C | -1 | -13
C[C@@]12CCC=C[C@H]1[C@H](c1ccoc1)N(Cc1ccccc1)C2=O | · | -13
O=C(Nc1cnn(C23CC4CC(CC(C4)C2)C3)c1)c1cnn2cccnc12 | -9 | -20
CCCCCCCc1c(C)nc(N2CCOCC2)[nH]c1=O | · | 9
Cc1nn2c3c(cnc2c1-c1ccccc1)C(=O)CC(c1ccco1)C3 (centres undefined) | 8 | -10
CC(=O)Nc1ccc(-c2cc(-c3ccc(NC(C)=O)cc3)nc(-c3ccccc3)n2)cc1 | · | -38
COc1ccc(C2CC(c3ccc(F)cc3)Nc3nc(N)nn32)cc1OC (centres undefined) | 0 | 7
O=C(Nc1nc(-c2ccccc2)c(-c2ccccc2)o1)c1ccc(F)cc1 | · | 14
C#CCOCCOCCOCCNc1nc(N2CCN(C(=O)C([C@@H](C)CC)n3cc(C(N)COC(=O)C(F)(F)F)nn3)CC2)nc(N2CCN(C(=O)[C@H](CCC(=O)O)n3cc(C(N)CC(C)C)nn3)CC2)n1 (some centres undefined) | · | -9
CCCC[n+]1cc(/N=C(\[O-])OC)on1 | 84* | -4
COC(=O)Nc1ccc(Oc2ccccc2)cc1 | -5 | -7
O=C(NCc1cccc(C(F)(F)F)c1)C1CC(c2ccccc2[N+](=O)[O-])=NO1 (centres undefined) | · | -15
S=C1NC[C@H](Cc2ccccc2)N1CCCCC1CCCCC1 | · | -2
O=c1oc2ccccc2n1Cn1c(=O)oc2ccccc21 | -2 | -4
Cc1ccc(C)c(Cn2c(=O)n(CCCC(=O)NCc3ccco3)c(=O)c3ccccc32)c1 | -2 | ·
Cc1ccccc1C(O)c1ccncc1 (centres undefined) | · | -14
O=C(c1ccccc1)N1CCN(c2ccc(NCc3ccc4c(c3)OCO4)cc2)CC1 | 0 | 5
C[C@H]1CCC[C@]2(O[C@@H](CCO)C[C@@H](O)[C@@H]2O)O1 | · | -6
CC(C)NC(=O)NC(=O)CSc1nnc(COc2ccccc2F)n1C(C)C1CC2CCC1C2 (centres undefined) | · | -5
CC1CCC2(CC1)SCC(=O)N2c1ccccc1 (centres undefined) | · | 2
CCOc1cc(CNCC2CCCO2)cc(Br)c1OCC(N)=O (centres undefined) | -1 | -8
Cc1ccccc1-c1nnc(SCc2ccc(F)cc2)o1 | -30 | 104
Cc1ccc(C(=O)Nc2onc(C)c2C#N)cc1 | · | 10
O=C1NC(c2ccccc2)C(C(=O)c2cccs2)=C1O (centres undefined) | -9 | 13
COc1ccc(N(CC(=O)NN=C2CCCCCCC2)S(=O)(=O)c2ccccc2)cc1 | · | 4
Cc1cc(C)c2[nH]c(=O)c(CN(C(=O)C3CCCO3)C3CCCC3)cc2c1 (centres undefined) | 1 | 2
COc1ccc(Oc2nc3ccccc3n(C)c2=O)cc1 | · | 8
CCN(c1ccc(C(O)(C(=O)OC)C(F)(F)F)cc1)S(=O)(=O)c1ccc(C)cc1 (centres undefined) | · | 14

Single records, from the list above. Screens in order: RT RNaseH block, RmlCD inh mix
Record of `CC1CCC2(CC1)SCC(=O)N2c1ccccc1` (centres undefined) : ·, 2
Record of `Cc1ccccc1C(O)c1ccncc1` (centres undefined) : ·, -14

The list continues:
SMILES | RT RNaseH block | RmlCD inh mix
Cc1noc(NS(=O)(=O)c2ccc(NC(=O)CSc3nc4c(cc3C#N)CCCC4)cc2)c1C | 11 | -16
CCc1ccccc1NC(=O)CN(C)S(=O)(=O)c1ccc2c(c1)c(=O)n(C)c(=O)n2C | · | 16
OCCCc1nc2n(n1)C(c1ccccc1)C=C(c1ccccc1)N2 (centres undefined) | -12 | -12
OC[C@@H](O)CCl | · | -10
CC1(c2nnc(-c3ccccc3)o2)CC(c2ccc(Cl)cc2)=NO1 (centres undefined) | · | -6
CC(=O)Nc1ccc(SC(C)C(=O)NC(N)=O)cc1 (centres undefined) | · | 4
CCC(C)NC(=O)CC(c1ccc(OC)cc1)n1cccc1 (centres undefined) | -15 | -8
CCCC(=O)Nc1cc(C)c2c(=O)oc3ccccc3c2n1 | -18 | 8
C=CCNC(=O)c1ccc2c3n(nc2c1)-c1ccc(Cl)cc1CO3 | · | 1
CCC(Sc1ccc(C(=O)O)cc1)C(=O)O (centres undefined) | 57* | 2
CC(C)(C)C(=O)c1cnc(Nc2ccccc2)s1 | · | 4
CC1=C(C(=O)Nc2cccnc2)C(c2ccc3c(c2)OCO3)C2=C(CCCC2=O)N1 (centres undefined) | · | 8
Cc1nnc(NC(=O)CSc2nnc(CNC(=O)c3ccccc3)n2-c2ccccc2)s1 | 0 | -9
CCC(CC)C(=O)NCCc1ccc(S(N)(=O)=O)cc1 | -4 | 2
C1=C(c2ccccc2)N2CCN=C2S1 | · | -3

Entries from the list above containing a CF3 group, in the order listed:
SMILES | RT RNaseH block | RmlCD inh mix
C#CCOCCOCCOCCNc1nc(N2CCN(C(=O)C([C@@H](C)CC)n3cc(C(N)COC(=O)C(F)(F)F)nn3)CC2)nc(N2CCN(C(=O)[C@H](CCC(=O)O)n3cc(C(N)CC(C)C)nn3)CC2)n1 (some centres undefined) | · | -9
O=C(NCc1cccc(C(F)(F)F)c1)C1CC(c2ccccc2[N+](=O)[O-])=NO1 (centres undefined) | · | -15
CCN(c1ccc(C(O)(C(=O)OC)C(F)(F)F)cc1)S(=O)(=O)c1ccc(C)cc1 (centres undefined) | · | 14

Carrying on:
SMILES | RT RNaseH block | RmlCD inh mix
O=C(NNC(=S)NC(=O)c1ccccc1[N+](=O)[O-])c1ccccc1 | · | 1
CCOc1ccc(C(=O)Nn2cnnc2)cc1 | -2 | 5
COc1ccc(C2N=C(N)N=C(N)N2c2ccccc2)cc1OC (centres undefined) | 5 | 4
N#CC1=C(N)OC2=C(C(=O)CCC2)C1c1ccc(OC(=O)N2CCOCC2)cc1 (centres undefined) | -5 | -10
O=C(OCn1nnc2ccccc2c1=O)C1COc2ccccc2O1 (centres undefined) | -38 | -9
O=C(/C=C/c1ccc(Br)o1)OCc1ccccc1 | · | -5
C[C@@H]1CC[C@H](O)/C=C/C(=O)O[C@H](C)CC[C@H](O)/C=C/C(=O)O1 | · | 7
COc1ccc(N2C(=O)[C@@H]3Cc4ccccc4CN3C2=O)cc1 | -3 | 5
COc1cc2c(cc1NC(=S)Nc1cccc(C(F)(F)F)c1)oc1ccccc12 | · | -4
COc1ccccc1-c1cc(C(F)(F)F)nc(N2CCN(c3ccc(F)cc3)CC2)n1 | -4 | 6
COc1ccc(NS(=O)(=O)c2ccc(N)c(C(=O)O)c2)cc1 | -5 | 6
COc1cccc(NC(=O)CCCOc2cc(=O)n(C)c3ccccc23)c1 | · | 9
O=C(Nc1nc(-c2ccccc2)cs1)C1CCCN(S(=O)(=O)c2cccc([N+](=O)[O-])c2)C1 (centres undefined) | · | -9
CN(CC(=O)N1CC=C(c2ccccc2)CC1)S(=O)(=O)c1cnc[nH]1 | -3 | 9
COc1ccc(OC)c(NS(=O)(=O)Cc2ccccc2)c1 | 77* | ·
Cc1cc(C)c2nc3c(c(C(=O)O)c2c1)CCC3 | -17 | 14
Cc1cccc2cc(CN(Cc3ccco3)C(=O)Nc3cccc(C#N)c3)c(Cl)nc12 | · | 1
O=S(=O)(c1ccc2ccccc2c1)N(CC(O)COCc1ccco1)c1ccccc1 (centres undefined) | · | -44
Cc1cc(SCC(=O)NC(=O)NCc2ccco2)nc2c(C)cccc12 | 7 | -1
N#Cc1nc(-c2ccco2)oc1N1CCC(C(N)=O)CC1 | 0 | 9
COc1cccc(N(CC(=O)NC(C)c2ccccc2)S(C)(=O)=O)c1 (centres undefined) | -5 | 9
Cn1ncc2c(Nc3cccc(C(=O)O)c3)ncnc21 | · | 3
COC(=O)C1=C(c2cc3ccccc3o2)C[C@@H]2CC[C@H]1N2C(=O)NCc1cccc2ccccc12 | · | -10
COCNc1nc(OCC#N)nc(N(C)C)n1 | -15 | -11
CC(C(=O)OCn1nnc2ccccc2c1=O)N1C(=O)c2ccccc2C1=O (centres undefined) | -50 | -3
CCn1c(CNC(=O)COc2ccc(C(C)C)cc2)nnc1SCC(=O)Nc1ccccc1 | · | 3
CC(=O)Nc1ccc(S(=O)(=O)Nc2cccc(N(C)S(C)(=O)=O)c2)cc1 | -8 | -13
c1ccc(CCCN2CCN(CCOC(c3ccccc3)c3ccccc3)CC2)cc1 | · | 14
COC(=O)C(NC(C)=O)(Nc1nc2c(s1)CCCC2)C(F)(F)F (centres undefined) | 11 | -1
O=C(O)c1ccc(COc2ccc(CO)cc2Cl)cc1 | 0 | -9

Compounds above that contain an aryl thioether with sulfur outside any ring (12):
SMILES | RT RNaseH block | RmlCD inh mix
CS(=O)(=O)NCc1nnc(SCC(=O)NC2CCCCC2)n1-c1ccc(F)cc1 | -4 | -8
CCOC(=O)CSc1nc2nc(C)cc(C)n2n1 | 0 | -6
CCC(=O)Nc1cccc(-c2nnc(SCC(=O)NCc3ccco3)n2C)c1 | -5 | ·
Cc1ccc(C)c(NC(=O)CSc2nnc(-c3ccccc3C)o2)c1 | -4 | 5
CC(C)NC(=O)NC(=O)CSc1nnc(COc2ccccc2F)n1C(C)C1CC2CCC1C2 (centres undefined) | · | -5
Cc1ccccc1-c1nnc(SCc2ccc(F)cc2)o1 | -30 | 104
Cc1noc(NS(=O)(=O)c2ccc(NC(=O)CSc3nc4c(cc3C#N)CCCC4)cc2)c1C | 11 | -16
CC(=O)Nc1ccc(SC(C)C(=O)NC(N)=O)cc1 (centres undefined) | · | 4
CCC(Sc1ccc(C(=O)O)cc1)C(=O)O (centres undefined) | 57* | 2
Cc1nnc(NC(=O)CSc2nnc(CNC(=O)c3ccccc3)n2-c2ccccc2)s1 | 0 | -9
Cc1cc(SCC(=O)NC(=O)NCc2ccco2)nc2c(C)cccc12 | 7 | -1
CCn1c(CNC(=O)COc2ccc(C(C)C)cc2)nnc1SCC(=O)Nc1ccccc1 | · | 3

Later entries.
SMILES | RT RNaseH block | RmlCD inh mix
CC(C)(C)c1ccc(C(=O)Nc2ccc(N3CCOCC3)cc2)cc1 | · | -20
CCCCCC(=O)Nc1nc(C)c(-c2csc(Nc3ccccc3OC)n2)s1 | · | -19
CCC1ON(C(C)C)C2c3nc4ccccc4n3CC12 (centres undefined) | · | 8
Cc1c(NC(=O)CC(O)(C(F)(F)F)C(F)(F)F)c(=O)n(-c2ccccc2)n1C | -3 | 4
O=C1NCCCc2nc(Oc3ccccc3)sc21 | 1 | 5
Cc1ccc2[nH]c3c(c2c1)CN(C(=O)CN(C)CC1OCCO1)CC3 | · | -13
CCCCCCn1c(N)c(C(=O)NCCN2CCOCC2)c2nc3ccccc3nc21 | -25 | 5
COc1ccc2c(C)cc(N3CCN(c4ccc(F)cc4)CC3)nc2c1 | · | -12
COc1ccc(-c2c3c(nc4sc5c(Cl)nc(C)nc5c24)CCC3)cc1 | · | -5
Cc1ccc(S(=O)(=O)NCCn2c(C)cc3ccccc32)cc1 | -6 | ·
CCC(=O)Nc1ccc(-c2nn3c(C)nnc3s2)cc1 | -9 | ·
CC(=O)c1cccc(N(C(=O)c2ccccn2)C(C(=O)NC2CCCCC2)c2cccs2)c1 (centres undefined) | · | 9
Cc1ccc(S(=O)(=O)N2CCCC(C(=O)NCCC3=CCCCC3)C2)cc1 (centres undefined) | · | -5
CN1C[C@@H]2C(c3ccc(C(F)(F)F)cc3)C3(c4ccccc4)CC2(C3)[C@H]1c1ccccc1 (some centres undefined) | · | 3
COc1ccc(CCNC(=O)NC23CC4CC(CC(C4)C2)C3)cc1OC | · | 9
CC(C)C1N=C(c2ccc3c(c2)OCO3)CC(c2ccccc2O)N1 (centres undefined) | · | 5
O=C(NCCc1ccccc1)c1noc2c1CCc1ccccc1-2 | -19 | 3
Clc1ccc(-n2nnc(-c3cccnc3Cl)n2)cc1Cl | · | 14
COc1ccc(C(=O)NCCC(C)C)cc1S(=O)(=O)N1CCOCC1 | 4 | -130
Cc1oc(-c2cccs2)[n+]([O-])c1C | -20 | 18
CC(C)(C)c1nnc(NS(C)(=O)=O)s1 | · | 1
Cc1ccc(NS(=O)(=O)c2ccc3c(c2)oc(=O)n3C)cc1F | -12 | 5
